Source: PubChem BioAssay
GPR151 activ – activators of human GPR151, primary screen, cell-based, PathHunter beta-arrestin, luminescence | G-protein coupled receptor 151 (Homo sapiens), Q8TDV0 | PathHunter beta-arrestin GPR151 cells | activation, % at 11.2 µM | hit rate 1% among 650,000; in the data active means activation above about 4.9%;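 further: 0% = median of compound wells and 100% = cells with positive control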
Target sequence (Q8TDV0 whole entry, looked up): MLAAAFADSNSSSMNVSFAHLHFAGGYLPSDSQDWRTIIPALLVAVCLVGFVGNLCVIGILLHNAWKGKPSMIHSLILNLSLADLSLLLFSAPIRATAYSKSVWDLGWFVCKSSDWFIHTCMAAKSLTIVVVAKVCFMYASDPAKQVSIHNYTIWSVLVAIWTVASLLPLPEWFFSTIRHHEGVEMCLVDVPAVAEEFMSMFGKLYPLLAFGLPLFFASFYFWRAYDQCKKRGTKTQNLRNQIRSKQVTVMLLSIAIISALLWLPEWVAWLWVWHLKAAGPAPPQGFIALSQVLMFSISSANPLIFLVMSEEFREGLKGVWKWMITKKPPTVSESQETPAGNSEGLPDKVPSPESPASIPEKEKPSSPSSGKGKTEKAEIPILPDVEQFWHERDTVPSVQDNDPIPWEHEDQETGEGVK
MITF primary – MITF inhibitors, primary screen, biochemical, AlphaScreen, human; Microphthalmia-associated transcription factor (Homo sapiens), O75030; AlphaScreen MITF homodimerization, bead proximity signal; inhibition, % at 2.6 µM; hit rate 0.91% among 650,000; AID 1259374, 2018; in the data active means inhibition above about 50%;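 further: 0% = vehicle wells with protein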
FBW7 activator – FBW7 E3 ligase activators, primary screen, biochemical, AlphaScreen, human; AlphaScreen FBW7–phospho-cyclin E peptide binding, activator screen; AID 1259310, 2017; hit rate 0.13% among 650,000; F-box/WD repeat-containing protein 7 (Homo sapiens), Q969H0; normalized activity (activation), % at 26.1 µM; in the data active means normalized activity above about 1.9%;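 further: purified mutant Fbw7 with reduced substrate affinity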
Target sequence (Q969H0 whole entry, looked up): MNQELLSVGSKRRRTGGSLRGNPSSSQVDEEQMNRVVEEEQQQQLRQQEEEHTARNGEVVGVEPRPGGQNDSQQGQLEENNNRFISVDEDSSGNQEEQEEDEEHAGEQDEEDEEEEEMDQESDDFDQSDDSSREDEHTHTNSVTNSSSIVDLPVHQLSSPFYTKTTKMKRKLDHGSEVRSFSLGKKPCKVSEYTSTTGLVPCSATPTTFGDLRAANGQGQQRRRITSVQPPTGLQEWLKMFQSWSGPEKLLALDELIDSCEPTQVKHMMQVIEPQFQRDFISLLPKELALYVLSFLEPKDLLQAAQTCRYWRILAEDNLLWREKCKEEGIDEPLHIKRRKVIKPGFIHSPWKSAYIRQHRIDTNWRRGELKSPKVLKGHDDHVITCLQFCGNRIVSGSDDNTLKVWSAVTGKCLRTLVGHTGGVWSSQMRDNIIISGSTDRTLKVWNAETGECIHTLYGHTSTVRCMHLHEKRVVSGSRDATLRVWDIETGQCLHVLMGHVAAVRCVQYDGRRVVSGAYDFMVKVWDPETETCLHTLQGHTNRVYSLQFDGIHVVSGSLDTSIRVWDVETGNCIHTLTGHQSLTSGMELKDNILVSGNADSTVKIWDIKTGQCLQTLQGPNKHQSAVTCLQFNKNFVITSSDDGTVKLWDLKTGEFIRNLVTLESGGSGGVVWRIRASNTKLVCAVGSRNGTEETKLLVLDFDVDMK
TEAD-YAP block – TEAD-YAP interaction inhibition, primary screen, TEAD-YAP interaction inhibitor project, luminescence, HEK-TIYL cells; hit rate 1.4% among 640,000; inhibition, % at 9.12 µM; TEAD-Gal4/YAP UAS-luciferase luminescence; AID 1259422, 2018; in the data active means inhibition above about 32%;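 further: 0% = median of test compound wells and 100% = reference inhibitor wells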
* = called active by the depositor.

item	smiles	GPR151 activ	MITF primary	FBW7 activator	TEAD-YAP block
1	CCCCNC(=O)c1c[nH]c2ccc(S(=O)(=O)N(C)c3ccc(F)cc3)cc2c1=O	0.4	-3	0.9	8
2	CCCc1cc2c(c(NC(C)=O)n1)c(=O)oc1ccccc12	-0.7	8	0.1	4
3	CCC(C)c1ccc(NS(=O)(=O)c2ccc(OC)c([N+](=O)[O-])c2)cc1 (centres undefined)	-0.1	-8	-0.2	-14
4	CC(C)(C)C(=O)CSc1nnc(Nc2ccccc2)s1	-0.7	5	-0.2	-34
5	c1ccc(Nc2nc3ncnc(NCc4cccnc4)c3[nH]2)cc1	-0.9	2	-0.1	-6
6	O=C(/C=C/c1ccccc1)Nc1cc(C(=O)O)cc(C(=O)O)c1	0.8	-2	0.2	2
7	O=C(CSc1cccc[n+]1[O-])c1ccc(Cl)cc1	1.8	14	0.3	2
8	Cc1ccc([N+](=O)[O-])cc1N1C(=O)Nc2cc(Cl)c(Cl)cc2N1O	-0.5	3	-0.1	5
9	CCOc1ccc(-n2c(SCC(=O)c3ccccc3)nc3sc4c(c3c2=O)CCCC4)cc1	0.8	0	0.1	6
10	O=C(CN1CCN(c2ccccc2)CC1)Nc1ccc(I)cc1	2.6	-2	-0.1	0
11	C/C(=N\NC(=O)c1cccc([N+](=O)[O-])c1)c1ccc(F)cc1	1.4	6	0.0	-5
12	CC1CCN(C(=O)CSc2nc(Nc3ccc(F)cc3)c3ccccc3n2)CC1	-1.0	-2	0.0	-7
13	CCCCNCCOc1ccc(Cl)cc1	0.3	9	0.1	-2
14	O=C(NNC(=O)c1ccccc1OCc1ccccc1)c1ccccc1F	-1.9	21	0.5	-43
15	CC1CN(c2ncnc3c2c(-c2ccccc2)cn3-c2ccccc2)CC(C)O1 (centres undefined)	-0.4	-4	-0.2	2
16	Cc1ccc(-n2nc3cc(C)c(NC(=O)c4ccccc4[N+](=O)[O-])cc3n2)cc1	1.2	7	-0.2	-46
17	COc1cc(C2CC(=O)NC3=C2C(=O)CC(C)(C)C3)ccc1OC(C)C (centres undefined)	0.4	-7	0.0	5
18	Nc1nnc(SC(CNS(=O)(=O)c2ccc(Cl)cc2)c2ccccc2)s1 (centres undefined)	-1.1	19	0.5	1
19	O=C(O)c1ccccc1C(=O)Nc1ccc2ccccc2c1	-0.7	3	0.4	3
20	Cc1cccn2c(CN(C)CCC3CCCCO3)c(C(=O)N(C)CCc3ccccc3)nc12 (centres undefined)	-0.5	16	0.1	10
21	COc1ccccc1CC(=O)N1CC[C@@H]2[C@H](CCCN2C(=O)c2occc2C)C1	7.3*	52*	0.0	6
22	O=C(O)c1ccccc1-c1ccccc1C(=O)Nc1cccc2cccnc12	-0.9	-12	-0.1	-6
23	CCCCN(C)/C=N/c1c(C#N)cnn1-c1ccc(C)cc1	-0.5	-7	0.2	-4
24	CC1(C)CC2(CCO1)N1CC3(C)CN2CC(C)(C1)C3O (centres undefined)	4.4	-5	-0.2	3
25	C=CCN1C(=O)C(O)(CC(=O)c2cccc([N+](=O)[O-])c2)c2ccccc21 (centres undefined)	-0.5	10	0.3	4
26	COCCCNCc1c(C(=O)O)n(Cc2ccccc2Cl)c2ccccc12	0.8	-2	-0.2	-3
27	CC(C)c1ccc(NC2=NCC(=O)N2Cc2cccs2)cc1	0.4	4	-0.1	-18
28	COc1ccc(N2CCN(c3ncnc4c3cnn4-c3ccc(OC)cc3)CC2)cc1	-0.4	5	-0.1	0
29	CCCC1CCC(c2nc(-c3ccc(OC(F)F)cc3)no2)CC1 (centres undefined)	-0.1	8	0.1	-2
30	CCN1CCN(C(c2ccc(N(C)C)cc2)c2nnnn2C2CCCC2)CC1 (centres undefined)	0.9	22	0.1	4
31	O=C(COc1ccccc1Cl)Nc1ccccc1NC(=O)c1ccco1	0.0	13	-0.1	-8
32	COc1ccc(C(=O)NCC(=O)Nc2ccc(F)cc2)cc1	1.9	20	0.9	2
33	CCCCn1c(CNC(=O)c2ccccc2OC)nnc1SCC(=O)Nc1sc2c(c1C(=O)OCC)CCC2	1.3	6	0.0	-4
34	CCOc1ccc(NC(=O)c2ccc(N3CC4CC(C3)c3cccc(=O)n3C4)c(NC(=O)c3ccncc3)c2)cc1 (centres undefined)	-0.6	-8	0.1	-9
35	CC1Cc2ccccc2N1C(=O)CSc1nnc(-c2ccccc2)n1C (centres undefined)	-1.2	-15	0.2	1
36	Cc1ccc(S(=O)(=O)N2CCc3ccc(NC(=O)c4ccccc4C)cc3C2)cc1	-0.2	-2	0.0	-3
37	NC(=O)CN(c1cccc([N+](=O)[O-])c1)S(=O)(=O)c1ccccc1	-0.4	14	0.1	3
38	CC(C)CC(=O)N/N=C/c1c[nH]c2ccccc12	0.4	-7	-0.1	-2
39	CCOC(=O)C1=C(C)NC2=C(C(=O)CC(C)(C)C2)C1c1cc([N+](=O)[O-])c(C)s1 (centres undefined)	-0.3	14	0.1	15
40	COc1ccc(C(C)=O)cc1COC(=O)c1c(C)nn(-c2ccccc2)c1C	-1.8	9	0.0	3
41	COc1cccc2sc(=NC(=O)c3cc(Cl)sc3Cl)n(C)c12	-0.9	-4	-0.2	6
42	N#Cc1cc([N+](=O)[O-])ccc1NC(=O)COC(=O)/C(=C/c1cccs1)c1cccs1	-0.1	8	-0.1	5
43	Cc1cccc(OCCOc2cccc(-c3nc4sc5c(c4c(=O)[nH]3)CCCC5)c2)c1	-1.5	2	-0.2	-23
44	COc1ccc(C(=O)NCC2CCC3(CCN(CC=C(C)C)CC3)O2)c(OC)n1 (centres undefined)	2.5	-2	-0.1	14
45	C#CCN1C(=O)S/C(=C/c2ccccc2C)C1=O	-0.8	15	-0.1	-44
46	Oc1ccc(-c2nccnc2NCc2cccc(C(F)(F)F)c2)cc1	0.4	17	0.1	1
47	O=C(O)CCCNC(=O)c1ccc(NC(=O)Cc2ccc(Cl)cc2)cc1	0.6	1	0.1	-7
48	COc1ccc(C)cc1-n1c(C)cn2c3c(=O)n(C)c(=O)n(C)c3nc12	0.6	8	0.0	45*
49	COc1ccccc1C(OC(=O)c1ccco1)C(=O)NCc1ccc(F)cc1 (centres undefined)	0.0	13	0.3	-4
50	CCOC(=O)CSc1ccc(C(=O)NCc2ccccc2OC)cc1[N+](=O)[O-]	0.4	4	-0.1	-11

Exported field by field: 2 of the compounds above
[47] O=C(O)CCCNC(=O)c1ccc(NC(=O)Cc2ccc(Cl)cc2)cc1
  GPR151 activ = 0.6; MITF primary = 1; FBW7 activator = 0.1; TEAD-YAP block = -7

[48] COc1ccc(C)cc1-n1c(C)cn2c3c(=O)n(C)c(=O)n(C)c3nc12
  GPR151 activ = 0.6; MITF primary = 8; FBW7 activator = 0.0; TEAD-YAP block = 45*

(further entries)
item	smiles	GPR151 activ	MITF primary	FBW7 activator	TEAD-YAP block
51	CCc1ccc(-c2ccc(C(=O)Nc3nc4ccccc4s3)cc2)nc1	1.2	-6	-0.2	-6
52	O=C(NCCCN1CCCC1=O)c1cccn2c(=O)c3ccc(Cl)cc3nc12	0.0	0	0.1	2
53	CN(CCOC(=O)/C=C/c1ccccc1)Cc1ccccc1	-0.2	45	-0.1	7
54	CCOC(=O)c1c(NC(=O)C(C)Sc2nnc(CNC(=O)c3cccc(OC)c3)n2C)sc2c1CCC2 (centres undefined)	-0.1	9	0.0	-10
55	CC1=NN(c2ccccc2)C(=O)/C1=C/c1ccc([N+](=O)[O-])cc1	-0.2	1	-0.2	-6
56	CSc1ccccc1C(=O)Nc1ccc(F)cc1F	-1.1	-3	-0.2	-5
57	O=C(CC1C(=O)N(c2ccccc2)C(=S)N1Cc1ccc2c(c1)OCO2)Nc1ccccc1 (centres undefined)	3.9	-9	-0.4	3
58	O=C(NCCCN1CCOCC1)C(=O)N/N=C/c1ccc2c(c1)OCO2	0.4	2	-0.1	-2
59	COC(=O)C1=C(C)N(C)C(=S)NC1c1ccc(Cl)cc1 (centres undefined)	4.4	-7	0.0	12
60	CCOC(=O)c1c(NC(=O)CSc2nc3ccccc3[nH]2)sc2c1CCC2	-0.5	11	0.7	1
61	CCCc1cc(CN(C)C(=O)c2ccc(-n3cc(NC(=O)c4ccoc4)cn3)cc2)[nH]n1	0.4	1	0.6	5
62	CCSc1nnc(NC(=O)/C=C/c2cccc3ccccc23)s1	-0.1	-10	0.1	-10
63	CCN(CC)C(=O)C1CCCN(c2nccc(NCCc3ccc(OC)cc3)n2)C1 (centres undefined)	-1.0	-2	-0.2	-25
64	CCCCC(=Nc1ccccc1)C1=C(O)CCCC1=O	2.4	-9	0.1	2
65	O=C1CCC(CCC(=O)N2CCCC2)(Cc2cccc3ccccc23)N1 (centres undefined)	0.3	3	0.0	-13
66	O=C(NCc1cccnc1)C(=O)Nc1ccc(F)cc1	0.5	-1	-0.1	-4
67	CS(=O)(=O)NC1c2cccc3cccc(c23)C1N1CCOCC1 (centres undefined)	1.7	13	0.0	4
68	COc1ccc(-c2csc(/C(C#N)=C\Nc3ccc(NC(C)=O)cc3)n2)cc1OC	-1.0	11	0.0	-12
69	Cc1ccc(C(=O)Nc2ccc(S(N)(=O)=O)cc2)o1	1.0	13	-0.1	-5
70	COc1cc(-c2cn[nH]c2)cc2c(=O)[nH]c(C(N)c3cccc(Cl)c3)nc12 (centres undefined)	2.8	13	0.1	49*

Six compounds already listed, arranged by SMILES length, highest first:
item	smiles	GPR151 activ	MITF primary	FBW7 activator	TEAD-YAP block
61	CCCc1cc(CN(C)C(=O)c2ccc(-n3cc(NC(=O)c4ccoc4)cn3)cc2)[nH]n1	0.4	1	0.6	5
70	COc1cc(-c2cn[nH]c2)cc2c(=O)[nH]c(C(N)c3cccc(Cl)c3)nc12 (centres undefined)	2.8	13	0.1	49*
68	COc1ccc(-c2csc(/C(C#N)=C\Nc3ccc(NC(C)=O)cc3)n2)cc1OC	-1.0	11	0.0	-12
65	O=C1CCC(CCC(=O)N2CCCC2)(Cc2cccc3ccccc23)N1 (centres undefined)	0.3	3	0.0	-13
67	CS(=O)(=O)NC1c2cccc3cccc(c23)C1N1CCOCC1 (centres undefined)	1.7	13	0.0	4
62	CCSc1nnc(NC(=O)/C=C/c2cccc3ccccc23)s1	-0.1	-10	0.1	-10

Continued:
item	smiles	GPR151 activ	MITF primary	FBW7 activator	TEAD-YAP block
71	CCC(CO)NC(=O)c1cccc([N+](=O)[O-])c1 (centres undefined)	-0.7	-2	-0.3	-3
72	COc1ccccc1C(=O)NNC(=O)C(=O)Nc1ccccc1	-1.4	-1	-0.2	-42
73	Cc1cccc2c1N(C(=O)Cc1ccccc1)C(C)(C)CC2(C)c1ccccc1 (centres undefined)	-0.9	12	0.2	8
74	CCCNc1cc(C)nc(Nc2cccc(N(C)C)c2)n1	2.8	27	-0.4	4
75	O=[N+]([O-])c1ccc2nc(SCc3cn4cccnc4n3)[nH]c2c1	0.5	-5	0.0	1
76	Cc1cc(F)ccc1NC(=O)CCS(=O)(=O)c1ccc2c(c1)n(C)c(=O)c(=O)n2C	-1.6	12	0.8	-9
77	Cc1nc(NC(=O)Cn2c3c(c4ccccc42)CCC3)sc1C(=O)N(C)C	0.9	8	-0.1	-17
78	Cc1ccc2c(COC(=O)CN3C(=O)C4CC=CCC4C3=O)cc(=O)oc2c1 (centres undefined)	0.9	-1	0.4	-5
79	COc1ccccc1C(=O)N/N=C(\N)c1cc2ccccc2oc1=O	-1.1	7	-0.1	-5
80	CSC1=NSC2=NC(=O)/C(=C\c3ccc(F)cc3)C(=N)N12	-0.2	9	0.1	-70
81	COC(=O)CNC(c1ccccc1)c1cc(Br)ccc1N (centres undefined)	1.0	3	-0.1	-5
82	COc1cc(OC)cc(C(=O)N(CCCn2ccnc2)c2nc3c(OC)cccc3s2)c1	3.2	28	0.3	13
83	Cc1ccc(S(=O)(=O)Nc2cc(C)c(O)c(Cl)c2C)cc1	0.5	10	0.0	5
84	CCCNC(=O)C(=O)NCC1CCCN1S(=O)(=O)c1ccc(C)cc1 (centres undefined)	2.5	3	0.0	10
85	Cc1ccc(C(=O)Nc2ccc3nc(SCC(=O)NCCc4ccccc4)sc3c2)cc1	-0.3	7	0.1	-30
86	O=C(CCC(=O)OCC(=O)c1ccccc1)Nc1ccc(Cl)c(Cl)c1	1.3	5	0.1	2
87	Cc1ccccc1C1CC(c2ccc(Cl)cc2)Nc2ncnn21 (centres undefined)	0.5	0	-0.1	-9
88	C/C(=N\NC(=O)c1ccc(CN2CCOCC2)cc1)c1ccccc1	1.0	2	0.6	1
89	CCOC(=O)c1c(NC(=O)c2cc3cc(OC)ccc3oc2=O)sc2c1CCC2	0.1	0	-0.1	14
90	CC1(C)[C@H]2CC=C(CN3CCc4nnc(CCNC(=O)c5ccoc5)n4CC3)[C@@H]1C2	-0.5	-6	0.0	-19
91	CCOC(CNS(=O)(=O)c1ccc2c(c1)OCCO2)OCC	0.1	13	0.2	3
92	O=C1CCCN1CCCN=Cc1c(-c2ccccc2)[nH]n(-c2nc3ccccc3s2)c1=O	0.3	1	-0.1	5
93	CC(C)n1cnc2c(NC3CC3)nc(Nc3ccc(N4CCOCC4)cc3)nc21	-1.6	3	-0.2	6
94	NC(=O)C1CCN(C2=CC(=O)OC23CCCCC3)CC1	3.7	3	-0.1	15
95	NC(=O)Cn1cnc2c(nnn2-c2ccccc2)c1=O	-2.6	-4	-0.1	-2
96	COC(=O)c1ccc(C(=O)NC(=S)Nc2ccc3nc(C)sc3c2)cc1	2.1	4	0.2	2
97	COc1cc(C)c2c(=O)c(Oc3ccccc3)c(C(F)(F)F)oc2c1	0.0	-9	0.3	5
98	NS(=O)(=O)c1ccc(NC(=O)CSc2nnc(SCC(=O)Nc3ccc(S(N)(=O)=O)cc3)s2)cc1	-2.3	45	0.1	6
